CHO-K1 Ca antag = counter-screen for M1 antagonists: effect in parental CHO-K1 cells. 360,000 compounds, 0.6% hits. ATP-induced calcium, Fluo-8 fluorescence. inhibition, % at 3 µM;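 active = inhibition above a per-plate cutoff, the plate's mean sample inhibition plus 3 SD, cut at about 24% in these data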;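 note: 0% = DMSO plus EC80 ATP and 100% = DMSO alone without ATP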
M1 ag parental = nonselective activator or artifact in parental CHO-K1 cells | AID 602248 | activation, % at 3 µM | Fluo-8 calcium fluorescence; scaled to maximal ATP response, vehicle zero | 360,000 compounds, 0.48% hits; in the data active = activation above about 15%;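 note: untransfected CHO-K1 host cells lacking M1 receptor as counterscreen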
CHRM5 PAM = CHRM5 positive allosteric modulation. P08912. CHO-K1 hM5, Fluo-8 calcium, ACh EC20 PAM; 0% = ACh EC20, 100% = ACh EC100. activation, % at 3 µM. 360,000 compounds, 0.3% hits;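 active = activation above the run cutoff, the mean activation of all test compounds plus 3 SD, cut at about 18% in these data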
Target sequence (P08912 whole entry, looked up): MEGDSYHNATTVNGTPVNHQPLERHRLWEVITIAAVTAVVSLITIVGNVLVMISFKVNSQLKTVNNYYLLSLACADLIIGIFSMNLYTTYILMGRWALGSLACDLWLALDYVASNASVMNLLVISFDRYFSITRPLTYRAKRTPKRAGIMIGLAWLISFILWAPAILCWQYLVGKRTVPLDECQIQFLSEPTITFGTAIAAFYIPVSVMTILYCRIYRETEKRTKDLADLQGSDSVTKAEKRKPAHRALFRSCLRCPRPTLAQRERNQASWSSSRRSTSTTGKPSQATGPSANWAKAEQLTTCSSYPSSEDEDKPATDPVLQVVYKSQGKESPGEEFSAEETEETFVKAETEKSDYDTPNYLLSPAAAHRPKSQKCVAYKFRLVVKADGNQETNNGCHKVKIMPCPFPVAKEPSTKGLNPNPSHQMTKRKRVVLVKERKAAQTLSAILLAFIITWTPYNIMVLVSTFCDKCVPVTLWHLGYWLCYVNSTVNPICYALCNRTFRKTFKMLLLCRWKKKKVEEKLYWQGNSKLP
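system = human M5 receptor in CHO-K1 cells | reagent = EC20 acetylcholine as agonist stimulus | compound dosing = single-point, 3 µM nominal | incubation = Fluo-8 loading 80 min at 37 °C plus 30 min room temperature | detection = Fluo-8 calcium dye fluorescence, kinetic read | benchmarks = low control EC20 acetylcholine (0%), high control EC100 acetylcholine (100%)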
CHRM4 PAM = potentiates acetylcholine response at human M4 receptor; 360,000 compounds, 0.4% hits; AID 624126; P08173; activation, % at 3 µM; CHO-K1 hM4/Gqi5, Fluo-8 calcium fluorescence, ACh EC20; 0% = ACh EC20, 100% = maximal ACh;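 active = activation above its plate's cutoff, the mean activation of sample wells plus 3 SD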; note: some results filed as inactive read as strong as hits
Target sequence (P08173 whole entry, looked up): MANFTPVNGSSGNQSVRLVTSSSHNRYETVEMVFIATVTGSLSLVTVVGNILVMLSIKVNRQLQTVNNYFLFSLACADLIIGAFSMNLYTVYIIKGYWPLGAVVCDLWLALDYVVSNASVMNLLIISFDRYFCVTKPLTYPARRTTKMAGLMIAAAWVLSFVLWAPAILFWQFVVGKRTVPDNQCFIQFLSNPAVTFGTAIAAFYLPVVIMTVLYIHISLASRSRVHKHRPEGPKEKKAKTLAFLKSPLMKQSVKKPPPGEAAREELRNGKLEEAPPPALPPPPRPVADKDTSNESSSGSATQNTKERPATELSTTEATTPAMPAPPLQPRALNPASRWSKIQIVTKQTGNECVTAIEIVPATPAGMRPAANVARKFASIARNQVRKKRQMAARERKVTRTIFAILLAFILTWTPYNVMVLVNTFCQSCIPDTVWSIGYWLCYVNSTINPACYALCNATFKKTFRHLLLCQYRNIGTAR
CHRM5 antagonist = blocks acetylcholine activation of human M5 receptor | P08912 | CHO-hM5 cells, Fluo-8 calcium fluorescence, ACh EC80 | inhibition, % at 3 µM | 360,000 compounds, 0.59% hits;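 active = inhibition above a per-plate cutoff, the mean of that plate's test compounds plus 3 SD, cut at about 27% in these data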;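 note: 0% = acetylcholine EC80 with DMSO and 100% = DMSO without agonist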
M1 PAM parental = nonselective activator or artifact in parental CHO-K1 calcium assay; ATP EC20, Fluo-8 calcium fluorescence; 0% at ATP EC20, 100% at ATP max; activation, % at 3 µM; 360,000 compounds, 0.02% hits; AID 602247;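 active = activation above the run cutoff, the mean activation of all test compounds plus 3 SD, cut at about 40% in these data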;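 note: peak over basal fluorescence ratio in a 140 s read after ATP addition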
CHRM4 agonist = agonists of human muscarinic M4 receptor (CHRM4); 360,000 compounds, 0.14% hits; CHO-K1 hM4/Gqi5, Fluo-8 calcium fluorescence; vehicle 0%, full acetylcholine response 100%; activation, % at 3 µM; AID 624127; P08173;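 active = activation above the run mean over all test wells plus 3 SD, cut at about 32% in these data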;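 note: peak over basal fluorescence ratio per well then scaled between controls; 0% = DMSO wells and 100% = acetylcholine at EC100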
M5 ag = CHRM5 agonism in calcium assay; P08912; CHO-K1 hM5 cells, Fluo-8 calcium fluorescence; 0% DMSO wells, 100% maximal acetylcholine response; activation, % at 3 µM; 360,000 compounds, 0.19% hits;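 active = activation above the run's mean over test compounds plus 3 SD, cut at about 23% in these data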;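 note: signal is peak over basal fluorescence ratio across the kinetic read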
CHRM4 antagonist = antagonists of human muscarinic M4 receptor (CHRM4). inhibition, % at 3 µM. AID 624125. CHO-hM4 cells, ACh EC80, Fluo-8 calcium fluorescence. P08173. 360,000 compounds, 0.73% hits;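 active = inhibition above its plate's cutoff, the mean inhibition of sample wells plus 3 SD, cut at about 27% in these data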;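 note: 0% = acetylcholine EC80 with DMSO and 100% = DMSO without agonist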
The depositor's hits bear a star; x = no result given. Compounds as they come; about 2.7% have a hit in one of these screens.

SMILES	CHO-K1 Ca antag	M1 ag parental	CHRM5 PAM	CHRM4 PAM	CHRM5 antagonist	M1 PAM parental	CHRM4 agonist	M5 ag	CHRM4 antagonist
Cc1ccc(C(=O)NC(C(=O)NC2CCCC2)c2ccccc2)cc1 (stereo unspecified)	6	0.5	-5	-2	14	3	0	-1	-4
COc1ccccc1N1CCN(C(=O)C2CCN(S(=O)(=O)c3ccccc3F)CC2)CC1	-18	8.0	-25	-8	20	8	11	5	10
CCN1CC(CN(C)Cc2nc(-c3ccc(Cl)cc3)no2)CC1=O (stereo unspecified)	7	4.2	-10	-10	4	-20	6	4	12
Cc1cc(=O)oc2c(C)c(OC(=O)c3ccco3)ccc12	-9	0.6	-5	-4	20	8	0	-3	15
COc1ccc(C(C(=O)NC2CCCC2)N(C(=O)c2ccoc2C)c2ccccc2)cc1 (stereo unspecified)	-7	1.7	-7	-4	16	1	4	1	-7
Cc1cccn2c(=O)c3cc(C(=O)NCCC4=CCCCC4)n(C)c3nc12	-2	0.3	-4	5	9	5	3	-3	-10
CCCCN1C(=O)c2ccc(C(=O)NC3(C)CCS(=O)(=O)C3)cc2C1=O (stereo unspecified)	-12	0.9	3	9	5	17	2	4	-7
O=C(CCc1nc(-c2ccccc2)c(-c2ccccc2)o1)OCc1ccc(Br)cc1	-12	1.0	-3	-11	-1	20	1	1	-4
CN1C2CCC1CC(NC(=O)c1cc(Cl)cc3[nH]cnc13)C2 (stereo unspecified)	-14	1.4	-5	-3	13	23	0	-5	-2
CC(C)(C)NC(=O)C(c1ccc(-c2ccccc2)cc1)N(C[C@H]1CC[C@@H]([C@@H]2CC[C@H](CO)O2)O1)C(=O)c1ccc(-c2ccccc2)cc1 (stereo partly specified)	-15	1.6	-3	0	-5	23	2	0	-7
Cc1ccc(C)c(NC(=O)CS(=O)(=O)c2cccc3nsnc23)c1	1	0.7	-1	-4	0	-13	1	-2	-4
Cc1c(C(=O)NCC2CCCO2)oc2ccc(S(=O)(=O)N3CC(C)CC(C)C3)cc12 (stereo unspecified)	20	7.3	-2	-3	0	1	2	1	-6
CCC(=O)c1ccc(/C=C/c2nc3ccccc3n2C)o1	17	0.4	-6	-6	4	-15	2	-2	8
O=C(Nc1ccc(CN2CCOCC2)cc1)c1ccc(-c2cccc(Cl)c2)o1	-5	4.1	-3	-1	6	22	13	1	-6
Cc1cc(=O)oc2cc(OCC(=O)NC3(C#N)CCCCC3)ccc12	-2	0.4	-1	4	-1	20	1	1	-11
O=C(CSc1nnc2ccc(-c3ccccn3)nn12)Nc1ccccc1F	-1	2.1	-1	6	1	11	1	-4	-10
CCc1c(C)nc2nc(SCc3ccccc3Cl)[nH]n2c1=O	-10	12	-13	-7	13	-10	6	7	6
CCCNC(=S)NNC(=O)c1cccs1	-19	2.0	3	8	9	20	1	1	0
CCOc1ccc(CCN2C(=S)N([C@@H](CC(C)C)CN3CCC[C@@H]3CN3C(=S)NC[C@@H]3Cc3ccc(O)cc3)C[C@@H]2Cc2ccc(O)cc2)cc1	4	-0.2	-8	3	0	-4	0	-6	-14
CCOC(=O)C(NC(=O)NCc1ccccc1OC)(OCC)C(F)(F)F (stereo unspecified)	-9	0.1	2	-3	-4	22	0	-4	-5
Cc1ccc(C)c(S(=O)(=O)Nc2ccc3oc(C)c(C(=O)O)c3c2)c1	-8	-0.5	6	6	-8	4	0	-1	-11
CCn1c(CNC(=O)Cc2ccc(OC)cc2)nnc1SCCOc1ccccc1	-5	1.9	-4	8	1	8	1	3	6
CCOc1ccccc1-c1noc(CCCC(=O)NC2CCCCC2)n1	-17	0.5	0	3	1	22	2	-1	12
Cc1ccccc1NC(=O)CCSc1nnnn1-c1ccccc1	1	-0.1	-8	10	5	14	1	-4	-14
O=C(O)c1cc(Cl)c2ccccc2c1O	0	0.8	-3	10	8	9	0	1	7
COCCSc1nnc(NC(=O)C2CC(=O)N(C3CCCC3)C2)s1 (stereo unspecified)	-9	-0.3	-5	-7	13	-13	-1	-2	15
CC(=O)NS(=O)(=O)c1ccc(NC(=O)C(Sc2ccccc2)c2ccccc2)cc1 (stereo unspecified)	-1	-0.1	7	3	6	-3	0	-1	8
COc1ccc(NS(=O)(=O)c2cccc(NC(=O)c3ccc(S(=O)(=O)N4CCCCCC4)cc3)c2)cc1	21	6.1	-13	-22	25	10	4	1	17
CCC(=O)N1CCN(c2ccc(NC(=O)c3ccccc3)cc2)CC1	-12	1.1	-2	7	3	14	3	1	-1
C[C@H]1CN=C(Nc2ccccc2)N1CCc1ccc(F)cc1	1	0.3	-1	1	-1	-12	2	-3	-3
C=CCn1c(-c2cc(-c3ccc(C)cc3)nc3ccccc23)n[nH]c1=S	-5	5.5	0	6	-2	11	-1	-12	-5
O=C(CCC(=O)Nc1ccccc1)NNC(=O)COc1ccccc1	-1	-0.3	0	-1	5	-5	0	-3	7
COc1ccc(-c2oc(=O)c3cc(OC)c(OC)cc3c2-c2ccc3c(c2)OCO3)cc1	-15	-0.3	3	5	1	7	-1	1	-3
COc1ccc(-c2cc(C(F)(F)F)nc(SCC(=O)N(C)Cc3cn(C)nc3C)n2)cc1OC	7	2.4	0	-3	4	2	5	3	5
Cc1ccc(OC(=O)c2ccc(C)c([N+](=O)[O-])c2)cn1	-12	2.4	7	-2	3	20	0	2	2
O=C(NNC(=O)c1ccccc1O)c1ccc(S(=O)(=O)Nc2ccccc2F)cc1	15	-0.3	-6	6	3	16	1	1	-30
CN(Cc1ccccc1)C(=O)CCS(=O)(=O)c1ccc2c(c1)NC(=O)CS2	-10	1.8	0	1	6	16	1	-1	-1
CCn1cc(C(=O)NCCCN(CC(C)C)CC(C)C)c(=O)c2cc(S(=O)(=O)N(C)C3CCCCC3)ccc21	-14	-0.6	0	-4	0	-6	0	-9	2
Cc1csc(-c2cc(C(=O)NCc3ccc(F)cc3)n[nH]2)c1	-5	1.2	0	-3	-4	4	2	0	-5
CCn1cc(C(=O)OCC(=O)Nc2cc(S(=O)(=O)N(C)C)ccc2C)c(=O)c2ccc(C)nc21	7	-0.7	-2	-2	-3	-5	0	-3	1
COc1cccc(CC(=O)Nc2cc(S(=O)(=O)N3CCOCC3)ccc2N2CCOCC2)c1	-10	0.5	-5	1	7	-8	3	0	-3
O=C1S/C(=C/c2ccccc2)C(=O)N1CC(O)Cn1c2ccccc2c2ccccc21 (stereo unspecified)	-5	-0.1	2	9	-9	14	0	-2	-15
CCOc1cc(C(=S)N2CCCC2)ccc1OC(=O)Cc1ccc(F)cc1	-8	0.8	3	-6	-4	30	2	-1	-2
CCc1c(C)nc(SC)n(CC#N)c1=O	-11	0.0	4	7	-9	20	1	-7	2
CCC(C)(C)n1nnnc1C(c1cccc(C#N)c1)N1CCN(c2cccc(C)c2C)CC1 (stereo unspecified)	-9	0.6	3	3	-1	-8	1	3	2

A stretch from further up, as a working copy:
SMILES	CHO-K1 Ca antag	M1 ag parental	CHRM5 PAM	CHRM4 PAM	CHRM5 antagonist	M1 PAM parental	CHRM4 agonist	M5 ag	CHRM4 antagonist
CN1C2CCC1CC(NC(=O)c1cc(Cl)cc3[nH]cnc13)C2 (stereo unspecified)	-14	1.4	-5	-3	13	23	0	-5	-2
CC(C)(C)NC(=O)C(c1ccc(-c2ccccc2)cc1)N(C[C@H]1CC[C@@H]([C@@H]2CC[C@H](CO)O2)O1)C(=O)c1ccc(-c2ccccc2)cc1 (stereo partly specified)	-15	1.6	-3	0	-5	23	2	0	-7

The list continues.
SMILES	CHO-K1 Ca antag	M1 ag parental	CHRM5 PAM	CHRM4 PAM	CHRM5 antagonist	M1 PAM parental	CHRM4 agonist	M5 ag	CHRM4 antagonist
Cc1cc(S(=O)(=O)N2CCCC(C)C2)ccc1-n1cnnn1 (stereo unspecified)	-2	1.0	0	1	8	3	1	-3	0
COc1cc(OC)c(/C=N/N2CCN(c3ccccc3OC)CC2)c(OC)c1	0	4.3	-2	-1	15	7	1	-5	0
COc1cccc(CN2C(=O)c3ccccc3C2C(=O)NCC2CCCO2)c1 (stereo unspecified)	-9	0.2	3	-3	-1	15	1	-1	6
COc1cc(CCC(=O)Nc2ccncc2Cl)cc(OC)c1OC	-6	1.7	1	7	-4	13	3	-2	-11
CCc1ccc(NCc2ccc(OC)c(Cn3ccnc3)c2)cc1	-4	12	-10	-11	3	16	14	-1	5
COc1ccc(OC)c(C2SCCN2S(C)(=O)=O)c1 (stereo unspecified)	-11	0.3	0	6	6	22	0	0	8
CC(=O)NC12CC3CC(C1)CC(C(=O)OCC(=O)c1ccc4c(c1)OCCO4)(C3)C2	-6	14	-5	-8	-2	20	14	1	-6
CCCCN1CC(=O)N2[C@H]3c4cc(C)ccc4OC[C@@H]3[C@H](c3ccccc3)[C@]2(C)C1=O	-3	-0.1	-5	-7	5	-7	3	7	3
CCOc1cccc(C(=O)NNC(=O)C2C3C=CC(C3)C2C(=O)O)c1 (stereo unspecified)	1	0.7	0	2	8	12	0	-4	0
COC(=O)c1ccc(-c2noc(CN(Cc3ccncc3)CC3CCCO3)n2)cc1 (stereo unspecified)	2	1.2	-5	6	14	2	5	-5	-3
CCOC(=O)C1=CN(Cc2cccc(-c3cccnc3)c2)S(=O)(=O)N(C)C1C (stereo unspecified)	-21	4.5	-9	-13	-5	4	9	5	-3
O=C(COC(=O)CNS(=O)(=O)c1ccc(F)c(F)c1F)NC1CCCC1	2	0.3	-1	-2	5	-10	1	0	-5
O=C(CCNS(=O)(=O)c1ccc(Cl)cc1)N1CCN(c2ncccn2)CC1	-6	1.4	3	-2	2	15	2	0	-5
O=c1oc(Cc2ccccc2)nc2ccccc12	15	1.3	-1	0	7	10	-1	1	7
O=C1CCCCN1CCCC(=O)N1CCCC(Nc2ccc(F)c(F)c2)C1 (stereo unspecified)	2	0.3	7	10	-12	-20	1	-4	-1
CC(=O)N1CCC(C(=O)N2c3ccccc3N=C(c3ccc4c(c3)OCO4)C2C(=O)Nc2c(C)cccc2C)CC1 (stereo unspecified)	x	x	-7	10	2	x	3	-3	-5
CSc1ncc(Cl)c(C(=O)Nc2ccccc2Br)n1	6	4.3	6	-7	0	-5	0	0	0
Cc1cc(NC(=O)COc2ccc([N+](=O)[O-])cc2)no1	-4	2.9	4	13	-4	12	0	1	-5
CCCCCCc1cc2cc(-c3nnc(-c4ccccc4O)o3)c(=O)oc2cc1O	15	2.1	-4	0	4	-10	6	3	6
CC(=O)N1N=C(c2ccc(C)o2)CC1c1ccc(F)cc1 (stereo unspecified)	-3	0.1	6	0	-4	19	0	-1	8
Cc1ccc(C)c(-n2cc(CNCCc3cnccn3)c(-c3ccccc3)n2)c1	-4	0.9	-3	-9	1	8	2	-1	-2
CN(CCCNC(=O)C1CCN(S(=O)(=O)N2CCC3(CC2)OCCO3)CC1)Cc1ccccc1	-19	0.6	1	-6	8	13	1	-2	11
O=[N+]([O-])c1ccc2cn(-c3ccccc3)nc2c1	23	0.4	1	6	0	-7	1	-2	-2
COc1cc(C(=O)N/N=C/c2ccc(OC(=O)N3CCOCC3)cc2)cc(OC)c1OC	4	1.6	-1	-3	-9	-7	2	-2	1
Cc1cc(C(=O)COC(=O)c2ccc(Cl)c(S(N)(=O)=O)c2)c(C)n1C1CC1	1	12	-6	-3	6	-4	11	0	-2
